NPC1 promoter act: NPC1 promoter activation | Huh7 NPC1 promoter luciferase reporter, 24 h | Potency, µM (series often up to 9.22 µM), without a hit: at the highest dose activation, actives largely listed as activators | 2.4% of 320,000 active;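 further: potency means the concentration at half of the fitted maximal effect; % of control where 0% means no effect; nearly all actives have a fitted effect of over 60% in size; reporter is driven by a mutant NPC1 promoter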
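Compounds in DMSO were transferred onto Huh7 NPC1-luciferase reporter cells pre-incubated 2 h; after 24 h at 37 °C, Amplite reagent was dispensed and luminescence recorded 10 min later.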
Rab9 prom act: activators of Rab9 promoter. Huh7 Rab9 promoter-luciferase reporter, luminescence, 24 h. Potency, µM (top dose mostly 9.22 µM), for the others: top-dose activation, negative = inhibition, hits mostly activators. 2.8% of 320,000 active; further: potency means the concentration at half of the fitted maximal effect; % of control where 0% means no effect; nearly all actives have a fitted effect of over 60% in size
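Luciferase signal after 10 min detection reagent at ambient indicates Rab9 promoter upregulation; stably transfected Huh7 cells were treated 24 h with compound in DMSO at 37 °C, 5% CO2.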
FLuc modulator: inhibits or activates purified firefly luciferase, miR-21 counter-screen; P08659; purified FLuc, Km substrates, luminescence inhibition; Potency, µM (doses to about 57.5 µM), for the others: at the top dose activity change, negative = inhibition, usual class: inhibitors; 6.9% of 360,000 active; AID 588342;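 further: potency means the concentration at half of the fitted maximal effect; plate controls were vehicle for no effect and reference inhibitor for full effect; nearly all actives have a fitted effect of over 55% in size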
Target sequence (P08659 whole entry, looked up): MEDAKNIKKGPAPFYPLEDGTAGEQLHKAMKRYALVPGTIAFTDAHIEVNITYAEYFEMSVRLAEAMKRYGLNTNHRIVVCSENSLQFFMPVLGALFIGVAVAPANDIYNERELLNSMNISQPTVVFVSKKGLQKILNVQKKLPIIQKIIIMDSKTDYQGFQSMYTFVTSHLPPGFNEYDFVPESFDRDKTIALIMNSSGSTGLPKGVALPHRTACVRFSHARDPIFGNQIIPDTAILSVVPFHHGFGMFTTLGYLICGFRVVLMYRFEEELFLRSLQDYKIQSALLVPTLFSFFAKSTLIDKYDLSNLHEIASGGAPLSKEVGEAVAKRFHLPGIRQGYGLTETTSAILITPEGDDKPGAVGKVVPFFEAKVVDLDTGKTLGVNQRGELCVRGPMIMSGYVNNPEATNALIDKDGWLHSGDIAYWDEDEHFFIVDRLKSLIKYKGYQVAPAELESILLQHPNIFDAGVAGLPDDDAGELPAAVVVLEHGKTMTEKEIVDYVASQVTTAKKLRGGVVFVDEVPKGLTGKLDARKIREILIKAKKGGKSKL
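Purified P. pyralis luciferase, 10 nM final, with Km-level 10 uM D-luciferin and 10 uM ATP in 50 mM Tris acetate pH 7.5, 10 mM Mg acetate, 0.01% Tween-20, 0.05% BSA; 6-point qHTS titration about 60 µM downward; luminescence read.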
ELG1 genotoxic: induces genotoxicity in HEK293T cells with luciferase-tagged ELG1; 1.3% of 330,000 active; HEK293T ELG1-luciferase reporter, luminescence, 16 h; Potency, µM (series often up to 46 µM), for inactives: at the highest dose activity change, positive = activation, usual class: activators; further: potency means the concentration at half of the fitted maximal effect; % of control where 0% means no effect; nearly all actives have a fitted effect of over 60% in size
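Step 1: seed 2,000 HEK293T ELG1-luciferase cells per well. Step 2: add compound or DMSO, incubate 16 hr at 37 °C. Step 3: ONE-Glo, 30 min at room temperature, read luminescence.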
p53 reactivation: re-activators of mutant p53 | 0.063% of 320,000 active | AID 504706 | H1299 p53-A138V BP100-luciferase reporter, luminescence, 24 h | Potency, µM (doses to about 92.2 µM), inactives show at the highest dose activity change, positive = activation, most hits filed as activators; further: potency means the concentration at half of the fitted maximal effect; % of control where 0% means no effect; nearly all actives have a fitted effect of over 45% in size
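H1299 (p53-null), stable ts p53-A138V + BP100-Luc; 1000 cells/well, Opti-MEM/10% FBS; cpd 4 pt, 1:5; 24 h, 37 deg C, 5% CO2; detection reagent 10 min RT; luminescence.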
Gal4-VP16 FLuc: Gal4-VP16 reporter inhibition counter-screen. AID 2546. Potency, µM (highest dose often 53.6 µM), for inactives: at the highest dose activity, negative = inhibition, usual class: inhibitors. Drosophila S2 Gal4-VP16 UAS-luciferase, luminescence, 20 h. 3.5% of 310,000 active;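 further: Gal4-VP16 expression switched on by copper sulfate through the metallothionein promoter; potency means the concentration at half of the fitted maximal effect; on the % scale 0 is the no-effect control and ±100 the full control effect; nearly all actives have a fitted effect of over 50% in size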
ELG1 DNA repair: blocks ELG1-dependent DNA repair in HEK293T cells | HEK293T ELG1-luciferase reporter, luminescence, 16 h; DNA damage induced by 5-fluorouridine | Potency, µM (series often up to 46.1 µM), for inactives: at the highest dose activity change, negative = inhibition, most hits filed as inhibitors | AID 504467 | 2.3% of 330,000 active; further: potency means the concentration at half of the fitted maximal effect; on the % scale 0 is the no-effect control and ±100 the full control effect; nearly all actives have a fitted effect of over 55% in size
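HEK293T cells expressing luciferase-tagged ELG1 (2,000/well) received 5-Fluorouridine plus compound or DMSO for 16 hr at 37 °C. Luciferase was read by ONE-Glo luminescence after 30 min at room temperature.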
RORgamma inh: inhibitors of mouse ROR gamma transcriptional activity | P51450 | Potency, µM (top dose mostly 53.6 µM), for the others: top-dose activity change, negative = inhibition, hits mostly inhibitors | Drosophila S2 Gal4-RORgamma UAS-luciferase reporter, 20 h | 5.4% of 310,000 active; further: potency means the concentration at half of the fitted maximal effect; on the % scale 0 is the no-effect control and ±100 the full control effect; nearly all actives have a fitted effect of over 60% in size
Target sequence (P51450 whole entry, looked up, the tested form may be a part): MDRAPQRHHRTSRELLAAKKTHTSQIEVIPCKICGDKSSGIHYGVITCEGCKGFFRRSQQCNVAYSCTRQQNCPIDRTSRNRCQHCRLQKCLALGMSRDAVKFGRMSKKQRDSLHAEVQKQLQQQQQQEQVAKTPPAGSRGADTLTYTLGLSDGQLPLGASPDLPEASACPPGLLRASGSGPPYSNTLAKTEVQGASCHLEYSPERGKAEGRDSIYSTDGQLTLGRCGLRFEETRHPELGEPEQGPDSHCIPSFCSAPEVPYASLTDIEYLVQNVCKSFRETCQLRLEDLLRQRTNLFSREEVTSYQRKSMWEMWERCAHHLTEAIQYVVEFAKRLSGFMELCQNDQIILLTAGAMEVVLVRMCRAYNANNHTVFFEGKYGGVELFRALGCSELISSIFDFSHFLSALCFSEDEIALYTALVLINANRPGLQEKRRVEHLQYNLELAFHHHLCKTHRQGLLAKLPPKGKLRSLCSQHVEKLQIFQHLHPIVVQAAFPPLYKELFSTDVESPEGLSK
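A Gal4/UAS one-hybrid system in insect cells: metallothionein-promoter Gal4–ROR gamma fusion plus Photinus luciferase reporter. Copper sulfate 700 uM final, 20 hr ambient incubation, luminescent detection after 10 min with reagent.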
Tb PFK inh: inhibitors of T. brucei phosphofructokinase; O15648; T. brucei PFK, ADP-Glo luminescence; Potency, µM (titrated, usually from 57.5 µM), inactives show at the top dose activity, negative = inhibition, usual class: inhibitors; 0.17% of 330,000 active; AID 485367;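 further: potency means the concentration at half of the fitted maximal effect; 0% = uninhibited 1x PFK enzyme wells and -100% = no-enzyme wells; nearly all actives have a fitted effect of over 60% in size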
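ADP-Glo luminescence quantified ADP after 45 min at room temperature, with 1.25 nM T. brucei PFK, 0.1 mM ATP and 0.5 mM fructose-6-phosphate in pH 8.0 TEA buffer. qHTS titrations up to 57 µM; curves classified by quality.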
TRPV1 ag: human TRPV1 agonism. TRPV1-expressing cells, Fluo-8 calcium influx, agonist mode. activation, % at 8.33 µM. 0.19% of 320,000 active; in the data active means activation above about 80%; inconclusive means between about 30% and that limit; further: 0% is about no effect
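Fluo-8 calcium influx in TRPV1-expressing cells, kinetic read (ex 480/em 520 nm). Compound added and read 3 min for agonist activity, followed by capsaicin at EC20 final and 2 min further read for enhancement.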
BRCA1 expr act: increases BRCA1 expression; MCF7-BRCA1-FFLuc reporter, luminescence, 48 h; response scale: scaled: vehicle 0%, 10 µM genistein 100%; Potency, µM (top dose mostly 46.1 µM), for the others: top-dose activation, most hits filed as activators; 1.1% of 380,000 active; further: potency means the concentration at half of the fitted maximal effect; nearly all actives have a fitted effect of over 80% in size; some results filed as inactive show a strong effect at the top dose
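Activators of BRCA1 expression were detected as increased firefly luciferase luminescence in engineered MCF7 cells after 48 h compound incubation. Signals were scaled to genistein 10 microM as full activation.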
Active calls of the source: *; ? = inconclusive; nt = not tested or not shown; [ ] = dose if it differs, or a comment. Unless noted, the call rests on the fitted dose curve; in most records, active means well fitted curve in the direction sought with a large enough effect; inconclusive means small, poorly fitted or top-dose-only effect, or another doubt; inactive means no such curve, though single readings can be large; an effect the other way counts as inactive or inconclusive.

SMILES | NPC1 promoter act | Rab9 prom act | FLuc modulator | ELG1 genotoxic | p53 reactivation | Gal4-VP16 FLuc | ELG1 DNA repair | RORgamma inh | Tb PFK inh | TRPV1 ag | BRCA1 expr act
CC1CCN(S(=O)(=O)c2ccc3c(c2)N(CC(=O)NCCCN(Cc2ccccc2)C(C)C)C(=O)CO3)CC1 | 0.2% | 0.7% | -0.9% | 0.6% | -2.4% | 8.5% | ? | ? | 0.8% | -0.6 | -15.1%
O=C(NCc1cnn(-c2ccccc2)c1)C1CCC(=O)N(C2CC2)C1 (centres undefined) | -2.6% | -0.9% | 5.1% | -0.5% | 0.3% | -2.9% | 8.5% | 8.4% | -0.2% | -0.3 | 14.8%
O=C(O)C1CC=CCC1C(=O)Nc1cccc(C(=O)N2CCCCC2)c1 (centres undefined) | 0.4% | -6.8% | -1.2% | -1.6% | -3.2% | -6.1% | 0.4% | 31.6% | -5.9% | 0.3 | 2.3%
Cc1ccc2c(n1)CC(C)(C)C/C2=N\O | 0.1% | 10.7% | -0.5% | -0.7% | 3.2% | -3.4% | -15.6% | 29.2% | -1.5% | 4.0 | 0.1%
CC(C)C(=O)Nc1ncc2c(n1)CC(c1cccs1)CC2=O (centres undefined) | -1.5% | -3.4% | 2.9% | 4.2% | 3.5% | -6.5% | -2.0% | 4.1% | -2.1% | -1.4 | 15.4%
CCOc1ccc(S(=O)(=O)N2CCOCC2)cc1NC(=O)C1=COCCO1 | -0.4% | 6.5% | -0.1% | 0.7% | -9.4% | nt | ? | nt | -8.5% | 3.1 | -3.3%
COCCN1C(=O)N(c2cccc(OC)c2)C(=O)C1CC(=O)Nc1ccc(Cl)cc1 (centres undefined) | -0.7% | -2.2% | -0.7% | -0.3% | nt | 2.3% | 1.1% | 24.9% | 0.7% | 0.9 | -13.8%
COc1ccc(CN(C)CC(=O)NC(=O)NCc2ccccc2)c(OC)c1 | -3.0% | -4.0% | -1.0% | -3.0% | -5.2% | 3.0% | -20.7% | -2.9% | 10.4% | 11.6 | 1.2%
O=C(Cn1c(=O)oc2cc(S(=O)(=O)N3CCCCC3)ccc21)N1CCCCC1 | -1.9% | 0.5% | 1.8% | 3.6% | 5.7% | 6.0% | 6.2% | 0.3% | 0.6% | 2.2 | -1.2%
CNCc1c(OCc2ccccc2)ccc2ccccc12 | 2.6% | -2.8% | 2.6% | -14.6% | -26.1% | -3.2% | -25.6% | 23.9% | -5.2% | 4.2 | 0.9%
O=c1[nH]cc(COCc2ccccc2)c(=O)[nH]1 | -1.3% | -6.2% | 5.3% | 0.8% | -7.2% | 1.3% | 8.5% | 0.4% | -0.9% | -2.0 | 1.3%
Nc1nonc1-n1nnc(C(=O)N/N=C/c2ccc(F)cc2)c1-c1ccc2c(c1)OCO2 | -3.1% | -11.7% | 0.9% | ? | -3.4% | -26.8% | 22.6% | ? | 0.6% | -0.9 | -19.8%
CCCCn1c(/N=C/c2ccc3c(c2)OCO3)nc2ccccc21 | -3.4% | 1.6% | 8.49µM* | -2.6% | -0.2% | -0.2% | -4.7% | ? | -7.1% | -0.3 | -18.2%
O=C(CN1CCC(C(=O)c2ccc(F)cc2)CC1)Nc1ccccc1Cl | -1.4% | 12.2% | 0.3% | -20.2% | 13.2% | 4.2% | -24.2% | -8.4% | 0.7% | -1.5 | -29.0%
O=C(Oc1ccccc1N1C(=O)C2CCCCC2C1=O)c1ccccc1 (centres undefined) | -14.8% | 2.7% | -0.2% | -4.5% | 3.3% | 2.5% | 10.9% | 1.1% | -3.2% | -1.1 | -0.3%
O=C(Nc1ccc(S(=O)(=O)N2CCOCC2)cc1)c1cccc([N+](=O)[O-])c1 | -6.1% | -0.4% | 6.4% | -0.8% | nt | -8.0% | ? | ? | -17.2% | 15.9 | -18.1%
CSc1ccccc1NC(=O)c1cc(C(C)C)on1 | ? | ? | 21.3µM* | 11.6µM* | 20.7% | -5.7% | ? | 17.0% | -5.1% | 23.0 | 1.7%
CCOC(=O)C1=C(C)NC(SCc2cc(=O)[nH][nH]2)=C(C#N)C1c1cccs1 (centres undefined) | -0.1% | -1.2% | 2.7% | -2.0% | 21.0% | 14.1% | -0.5% | -7.4% | -3.7% | 9.1 | 21.1%
CC(C)C(OC(=O)c1cccs1)C(=O)NCc1ccc(F)cc1 (centres undefined) | -0.2% | -3.4% | 3.3% | -4.2% | -2.8% | 4.8% | -4.7% | 19.5% | -1.7% | 8.4 | -1.4%
CC(=O)c1cccc(NC(=O)N2CCOCC2)c1 | ? | ? | 5.0% | 6.8% | 5.2% | -2.1% | 9.1% | -27.3% | 7.9% | 8.2 | -0.3%
Cc1nc2c3cc(F)ccc3n(Cc3ccccc3F)c2s1 | -1.8% | 4.2% | -10.5% | 3.8% | -5.6% | -87.7% | ? | 25.7%[10 µM] | 0.3% | 1.9 | -44.5%
COc1ccccc1CN(C)C(=O)c1cccc(S(=O)(=O)N2CCc3ccccc3C2)c1 | 0.8% | -4.2% | 5.2% | -5.6% | -0.2% | nt | ? | nt | 0.3% | 24.6 | -21.1%
CC1(C)Cc2c(c(-c3ccccc3)nc(N3CCOCC3)c2C(N)=O)CO1 | -3.2% | 1.7% | 1.0% | -6.8% | 0.4% | -11.6% | 0.0% | -19.3% | -0.6% | -6.2 | 7.2%
CCCCN(C)CCNC(=O)C(NC(=O)C1CCC(C)CC1)C(C)C (centres undefined) | -6.0% | -4.2% | -1.5% | -18.6% | 2.0% | -8.0% | 18.3% | -0.8% | 3.2% | 3.6 | -25.5%
NC(=O)C1CCN(C(=O)CN(c2ccc3c(c2)OCCO3)S(=O)(=O)c2ccccc2)CC1 | -0.4% | -4.0% | ? | -2.2% | 1.0% | nt | -2.6% | nt | 16.6% | 4.8 | -14.2%
O=C(NNc1cccc(Cl)n1)C1CC1 | -4.0% | -9.9% | -0.8% | -0.9% | ? | 3.7% | -2.4% | 2.1% | -0.1% | 5.2 | -0.3%
COc1cc(C(=O)NC(C)c2ccc(-n3ccnc3)cc2)cc(OC)c1C (centres undefined) | 8.1% | -3.7% | 1.7% | 7.3% | -0.7% | 2.8% | -0.1% | -11.6% | -2.1% | -4.0 | -0.1%
CN(C)/C=C(\C=O)c1c(Cl)cccc1Cl | -4.6% | -4.4% | 0.2% | 1.8% | -3.3% | 5.9%[10 µM] | 7.3% | -12.5% | -0.4% | -1.3 | 0.6%
CCN(CC)CCCNCC(=O)Nc1ccc(OC)c(Cl)c1 | 2.3% | -0.9% | -1.2% | 2.5% | -3.4% | 2.0% | 1.9% | 19.9% | 0.2% | -0.2 | nt
COc1ccc(NC(=S)Nc2ccc(Oc3ccccc3)cc2)cc1 | -4.3% | -1.3% | 0.6% | -9.4% | 3.0% | -5.8% | ? | 10.6% | -1.3% | 5.0 | -3.0%
COc1ccc(-n2nc(C(=O)NCc3ccco3)c3c4ccccc4n(C)c3c2=O)cc1 | -6.1% | -2.3% | 0.1% | 16.9% | -6.8% | ? | 3.0% | -32.4% | -0.9% | -3.9 | -57.1%
CCn1c(C)nc2cc(C(=O)NNS(=O)(=O)c3ccccc3F)ccc21 | -0.1% | 14.9% | ? | 14.3% | ? | -6.9% | ? | 23.8% | 5.9% | -4.7 | 30.7%
O=C(NCCS(=O)(=O)N1CCN(c2ccccc2)CC1)c1cccs1 | -3.2% | -1.8% | 8.8% | 0.2% | 2.6% | nt | 1.5% | nt | -8.9% | 8.5 | -7.7%
Cc1ccc(S(=O)(=O)NCCc2ccncc2)cc1 | 0.5% | -5.4% | 5.6% | -2.1% | 8.0% | -3.1% | 0.1% | 0.4% | -1.4% | -6.0 | -0.7%
CCCN(CC(=O)Nc1ccccc1C)C(=O)c1cn2ccccc2n1 | 1.8% | -4.8% | -2.0% | -0.8% | -3.0% | nt | ? | nt | -5.9% | 1.3 | -9.2%
COc1ccc(-n2nnnc2-c2ccc(S(C)(=O)=O)cc2Cl)cc1 | -0.5% | -3.0%[1.84 µM] | 1.1% | -5.4% | -1.5% | 0.7% | ? | ? | 10.9% | -0.4 | -22.2%
CCOC(=O)c1c(N2C(=O)C=CC2=O)sc(C)c1C | -17.0% | -17.6% | 1.0% | -11.2% | -26.8% | -11.1%[0.365 µM] | ? | 4.47µM* | ? | -1.1 | -62.5%
CCOC(=O)c1c(NC(C)=O)sc2c(OC)c(Br)ccc12 | 3.7% | 1.2% | -0.3% | 2.1% | 7.0% | 1.2% | -5.4% | 1.3% | -5.8% | 4.9 | 0.8%

An unsorted share of the library. Share with any hit: about 15%.
